DRD3 agonist – activates the human D3 dopamine receptor | 0.58% of 410,000 active | P35462 | D3R DiscoveRx beta-arrestin cells, luminescence, 90 min | max activation, %; in the data active means max activation above about 30%; further: 0% is about no effect; mostly tested at two doses, the higher about 12 µM
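Agonist-mode cell screen: cells plated at 1500/well and incubated overnight at 37 °C, then exposed to library compounds for 90 min at 37 °C. Detection reagent was added for 30–60 min at room temperature, and luminescence was read.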
GLP1R ag – GLP-1 receptor (human) agonism. P43220. HEK293 GLP-1R CRE-luciferase, luminescence, 4-6 h; cells express a hypersensitive GLP-1R form. Potency, µM (top dose mostly 45.6 µM), for inactives: at the top dose activation, actives largely listed as activators. 0.007% of 380,000 active. AID 624172; further: potency means the concentration at half of the fitted maximal effect; % of control where 0% means no effect
Target sequence (P43220 whole entry, looked up): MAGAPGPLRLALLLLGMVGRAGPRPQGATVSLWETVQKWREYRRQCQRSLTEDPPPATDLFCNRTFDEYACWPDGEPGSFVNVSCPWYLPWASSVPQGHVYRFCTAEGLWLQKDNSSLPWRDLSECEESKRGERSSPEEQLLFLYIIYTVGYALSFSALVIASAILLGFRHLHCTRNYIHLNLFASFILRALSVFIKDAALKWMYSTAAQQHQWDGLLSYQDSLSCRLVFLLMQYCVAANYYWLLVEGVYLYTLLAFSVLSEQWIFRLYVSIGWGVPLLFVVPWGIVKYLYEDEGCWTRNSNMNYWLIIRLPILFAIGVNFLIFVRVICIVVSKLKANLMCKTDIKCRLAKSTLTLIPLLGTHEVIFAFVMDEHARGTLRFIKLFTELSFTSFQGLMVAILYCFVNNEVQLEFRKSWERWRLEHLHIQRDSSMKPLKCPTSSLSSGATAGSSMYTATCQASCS
aSyn yeast inh – alpha-synuclein toxicity inhibition in yeast. Yeast expressing alpha-synuclein, growth rescue, BacTiter-Glo, 24 h. Potency, µM (top dose mostly 46.1 µM), for the others: top-dose growth rescue (activation), usual class: activators. 0.14% of 370,000 active. AID 652106; further: potency means the concentration at half of the fitted maximal effect; % of control where 0% means no effect; nearly all actives have a fitted effect of over 65% in size
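Screening used galactose-induced yeast with toxic alpha-synuclein levels, exposed to compound for 24 hr at 30 deg C. Cell growth, read with BacTiter-Glo luminescence, gave the measured signal.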
HEK293 tox – cytotoxicity in counter-screen for GLP-1R inverse agonists; HEK293 cAMP-luciferase reporter cells, luminescence, 24 h; Potency, µM (series often up to 38.3 µM), for inactives: at the highest dose activity change, negative = inhibition, hits mostly inhibitors; 0.13% of 410,000 active; AID 624418;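 further: loss of luciferase light is scored as toxicity; potency means the concentration at half of the fitted maximal effect; on the % scale 0 is the no-effect control and ±100 the full control effect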
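1536-well qHTS counterscreen of the MLSMR; 200 cells/uL, 12 h pre-incubation, 23 nL cpd, 24 h at 37 deg C 5% CO2, luciferase detection reagent, 12 min RT, luminescence. Inhibition = undesired.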
KB-V1 cytotox – kills drug-selected multidrug resistant KB-V1 cells; Potency, µM (series often up to 46.1 µM), for the others: top-dose activity change, negative = cytotoxicity, hits mostly cytotoxic; KB-V1 MDR cells viability, CellTiter-Glo, 72 h; 3.4% of 400,000 active; further: potency means the concentration at half of the fitted maximal effect; on the % scale 0 is the no-effect control and ±100 the full control effect; nearly all actives have a fitted effect of over 60% in size
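In this primary screen, KB-V1 cells overexpressing P-gp are incubated with library compounds (lowest to highest concentration) for 72 h at 37 degrees C before a luminescent ATP viability read.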
GLP-1R inv ag – acts as inverse agonist at human GLP-1 receptor. HEK293 GLP-1R CRE-luciferase, luminescence, 24 h; GLP-1R form is constitutively active. Potency, µM (top dose mostly 38.3 µM), for the others: at the top dose activity change, negative = inhibition, most hits filed as inhibitors. P43220. 1.6% of 410,000 active. AID 624417; further: potency means the concentration at half of the fitted maximal effect; on the % scale 0 is the no-effect control and ±100 the full control effect; nearly all actives have a fitted effect of over 55% in size
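Assay principle: reduced luminescence from a cAMP-responsive reporter in HEK293 cells co-expressing a constitutively active GLP-1R. Conditions: 24 hr compound incubation, 37 deg C, 5% CO2.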
TDP-43 yeast inh – rescues yeast growth from TDP-43 toxicity | TDP-43 expressing yeast growth rescue, BacTiter-Glo, 24 h | Potency, µM (doses to about 46.1 µM), without a hit: at the top dose growth rescue (activation), most hits filed as activators | 1.8% of 410,000 active; further: potency means the concentration at half of the fitted maximal effect; % of control where 0% means no effect; nearly all actives have a fitted effect of over 50% in size
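Yeast cells expressing TDP-43 under galactose induction are exposed to compounds for 24 hr at 30 deg C. BacTiter-Glo luminescence measures growth, so protective compounds score as activators.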
D3 antag – antagonists of human D3 dopamine receptor; P35462; D3R cells, DiscoveRx beta-arrestin luminescence, antagonist mode; stronger effect = lower value; max response, negative = inhibition, %; 2.5% of 360,000 active; AID 652054; in the data active means max response below about -50%; inconclusive means no clear call, values can overlap the other calls; further: on the % scale 0 is the no-effect control and ±100 the full control effect; mostly tested at two doses, the higher about 12 µM
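Cells expressing the human receptor were seeded at 1500 cells/well, incubated overnight at 37 degrees C in 5% CO2, then exposed to library compounds with dopamine controls for 90 minutes at 37 degrees C before luminescent detection.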
PTHR1 agonist – activates the human parathyroid hormone receptor PTHR1 | HEK293 GP2 PTHR1 cells, GloSensor cAMP luminescence, 1 h | Potency, µM (highest dose often 115 µM), for the others: at the top dose activation, actives largely listed as activators | Q03431 | 0.075% of 410,000 active; further: potency means the concentration at half of the fitted maximal effect; nearly all actives have a fitted effect of over 55% in size; some results filed as inactive show a strong effect at the top dose; inactives centre near -15; many of its hits are not listed in these tables
Target sequence (Q03431 whole entry, looked up): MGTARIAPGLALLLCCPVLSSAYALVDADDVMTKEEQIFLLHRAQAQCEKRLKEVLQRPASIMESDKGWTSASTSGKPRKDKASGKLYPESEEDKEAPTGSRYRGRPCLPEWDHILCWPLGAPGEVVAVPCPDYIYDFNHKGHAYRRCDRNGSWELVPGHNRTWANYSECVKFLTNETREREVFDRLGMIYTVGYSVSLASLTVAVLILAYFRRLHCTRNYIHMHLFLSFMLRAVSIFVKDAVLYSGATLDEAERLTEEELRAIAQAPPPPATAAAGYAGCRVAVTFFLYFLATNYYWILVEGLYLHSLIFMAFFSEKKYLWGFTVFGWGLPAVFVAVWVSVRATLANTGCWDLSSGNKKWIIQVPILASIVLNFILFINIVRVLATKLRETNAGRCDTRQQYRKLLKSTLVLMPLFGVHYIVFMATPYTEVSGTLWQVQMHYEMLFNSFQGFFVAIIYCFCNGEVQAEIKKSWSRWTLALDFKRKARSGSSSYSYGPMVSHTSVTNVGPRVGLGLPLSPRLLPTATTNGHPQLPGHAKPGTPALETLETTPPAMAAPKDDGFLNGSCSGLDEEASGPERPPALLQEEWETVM
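HEK-293-derived GP2 cells expressing PTHR1 and a GloSensor cAMP reporter, 3,000/well, plated overnight, given luciferin plus IBMX (each 0.5 mM as added) for 1 h at 37 °C, then compound for 1 h at 37 °C. Luminescence was read after 15 min at room temperature.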
* marks the source's active call; other numbers are inactive results; i = inactive; ? = inconclusive; nt = no result given; [ ] = another dose, or the depositor's remark. Unless noted, the call rests on the fitted dose curve; in most records, active means well fitted curve in the direction sought with a large enough effect; inconclusive means small, poorly fitted or top-dose-only effect, or another doubt; inactive means no such curve, though single readings can be large; an effect the other way counts as inactive or inconclusive. Only part of the results is shown. The share of hits here may be higher or lower than overall.

Fields – D3 antag | GLP1R ag | KB-V1 cytotox | HEK293 tox | PTHR1 agonist | TDP-43 yeast inh | GLP-1R inv ag | aSyn yeast inh | DRD3 agonist
COc1ccc(OCC(O)Cn2c(Nc3cccc(C)c3)nc3c2c(=O)n(C)c(=O)n3C)cc1 (stereo unspecified)
 : 12.2 | 4.5% | 0.0% | 6.2% | i | 0.5% | -13.5% | -2.1% | 7.5
O=C(NCc1ccc(F)cc1)c1cc(C2CCCCN2C(=O)c2cccs2)on1 (stereo unspecified)
 : 12.8 | 15.8% | -7.0% | -23.5% | -31.1%[inhibitor] | ? | -27.3% | -8.7% | 2.3
O=C(NCC(=O)N(c1cccc(F)c1)C(C(=O)NC1CCCC1)c1ccco1)c1ccco1 (stereo unspecified)
 : 1.6 | 0.1% | ? | -6.0% | i | -9.6% | 6.1% | -3.4% | 4.6
COc1cc(Cl)c(C)cc1NC(=O)c1cnc2c(-c3cccc(C)c3)c(C)nn2c1C
 : nt | nt | 16.4% | 7.3% | -8.1% | 15.0% | 3.0% | nt | 1.4
Cc1cccc(CSCc2ccc(C(=O)NC(C)C)o2)c1
 : 25.7 | 4.4% | 17.3% | -3.9% | -17.9% | 25.0% | ? | 2.1% | 3.4
COc1ccc(Cl)cc1NC(=O)CSc1nnc(Cc2cccn2C)n1-c1ccc(F)cc1
 : ? | 4.5% | ? | -16.2% | -12.6% | 25.9% | ? | ? | -13.3
NC1=NC(=O)C(CC(=O)NCc2ccccc2)S1 (stereo unspecified)
 : -65.0* | 2.4% | 24.5% | -0.3% | 8.3% | -14.9% | 0.0% | -13.1% | 3.5
COc1ccc(CN2C(=O)C(CC(C)C)Nc3ncnc(N4CCCCC4)c32)cc1 (stereo unspecified)
 : -23.5 | 7.3% | -26.7% | 8.3% | -32.7%[inhibitor] | 0.0% | ? | 9.0% | 6.3
O=C(OC1CCS(=O)(=O)c2sccc21)c1ccccc1 (stereo unspecified)
 : -18.6 | -3.5% | 0.0% | 67.6%[activator] | -10.5% | 12.3% | 0.0% | -2.5% | -1.8
O=c1c2nncn2ccn1-c1ccc(F)c(F)c1
 : nt | 0.5% | 25.2% | -1.0% | i | 23.2% | 6.7% | nt | 6.6
Cc1ccc(/C=N/NC(=O)CSCc2ccc(Cl)cc2)cc1
 : 8.8 | 3.8% | ? | -21.1% | -35.4%[inhibitor] | ? | ? | 3.6% | 0.7
CC1CC1C(=O)OCc1cc(=O)n2cc(Br)ccc2n1 (stereo unspecified)
 : 6.8 | -0.3% | 4.6% | 2.6% | -12.0% | 8.5% | -1.2% | 6.0% | -0.3
O=C(NC(C(=O)c1ccccc1)n1ccc(=O)[nH]c1=O)c1ccccc1 (stereo unspecified)
 : 12.4 | 1.4% | 11.9% | -26.2% | i | 23.8% | -2.2% | 7.8% | 1.3
O=C(Nc1nccs1)C1(c2ccc(Cl)cc2)CC1
 : 6.7 | -0.7% | 6.3% | -3.1% | i | 18.6% | ? | -0.7% | -0.8
O=C(CN1CCCCCCC1)Nc1cccc(Cl)c1Cl
 : 1.0 | 10.4% | -24.6% | -12.8% | -23.8% | 20.2% | -21.4% | 3.2% | 1.3

Rewritten tab-delimited: entries from further up
mol	D3 antag	GLP1R ag	KB-V1 cytotox	HEK293 tox	PTHR1 agonist	TDP-43 yeast inh	GLP-1R inv ag	aSyn yeast inh	DRD3 agonist
O=C(NCC(=O)N(c1cccc(F)c1)C(C(=O)NC1CCCC1)c1ccco1)c1ccco1 (stereo unspecified)	1.6	0.1%	?	-6.0%	i	-9.6%	6.1%	-3.4%	4.6
O=C(NCc1ccc(F)cc1)c1cc(C2CCCCN2C(=O)c2cccs2)on1 (stereo unspecified)	12.8	15.8%	-7.0%	-23.5%	-31.1%[inhibitor]	?	-27.3%	-8.7%	2.3

New compounds follow:
Fields – D3 antag | GLP1R ag | KB-V1 cytotox | HEK293 tox | PTHR1 agonist | TDP-43 yeast inh | GLP-1R inv ag | aSyn yeast inh | DRD3 agonist
COc1ccc(N/C(N)=N/c2nc(CSc3ccc(Cl)cc3)cc(=O)[nH]2)cc1
 : 7.2 | 14.3% | -2.2% | -11.2% | i | -25.6% | 33.5%[activator] | 1.3% | 6.8
COc1cc(OC)c(NC(=O)Cc2cccs2)cc1Cl
 : -7.6 | 2.2% | 0.0% | -8.9% | 15.4% | ? | 32.6%[activator] | -1.7% | -3.0
COc1ccc(-c2cn3nc(N4CCCC(C(=O)Nc5ccccc5OC)C4)sc3n2)cc1 (stereo unspecified)
 : nt | nt | 0.0% | -11.1% | i | ? | ? | nt | -0.6
Cc1ccc(S(=O)(=O)N2CCOCC2)cc1C(=O)Nc1nc2ccccc2[nH]1
 : 2.6 | 5.2% | 21.9% | -8.8% | i | 8.1% | 5.6% | 0.2% | 0.7
CCOc1ccccc1C1C(C(=O)Nc2ccccc2OC)=C(C)Nc2nc(CCCO)nn21 (stereo unspecified)
 : -28.0 | -0.9% | -5.6% | 10.2% | 18.9% | -9.5% | 16.7% | -5.4% | 2.0
CCC1=NN(C(=O)COc2ccccc2)C(O)(c2ccc(Br)cc2)C1 (stereo unspecified)
 : ? | 15.1% | 8.5% | -20.9% | -9.5% | -14.5% | ? | 10.9% | 5.2
COC(=O)c1ccc(-n2nnc(-c3nc(-c4ccccc4Cl)no3)c2C)cc1
 : nt | nt | nt | -13.2% | i | 17.4% | 10.9% | nt | 7.8
CCOP(=O)(c1c(F)c(F)c(F)c(F)c1F)C(O)c1ccccc1 (stereo unspecified)
 : 35.4 | -23.6% | ? | 8.7% | i | 2.2% | 13.7% | 7.6% | 0.8
S=C(Nc1nc2c(s1)CCCC2)NC1CC1
 : 0.0 | 8.8% | 3.2% | ? | -52.7% | 26.4% | ? | 1.9% | 0.0
Cn1ncc2c(Sc3ccc(Cl)cc3)ncnc21
 : 0.0 | 6.1% | -10.1% | -1.7% | -6.0% | 13.0% | 7.6% | -1.5% | -6.9
CCc1ccc2[nH]c(=O)c(C(c3nnnn3CCOC)N3CCN(c4ccccc4)CC3)cc2c1 (stereo unspecified)
 : -3.3 | 4.6% | 29.8% | -10.4% | -12.4% | -13.0% | -6.4% | 7.7% | -9.9
CC1CC(C)CN(C(=O)C2CCN(C(=O)Nc3ccccc3)CC2)C1 (stereo unspecified)
 : 4.0 | 9.4% | 20.6µM* | 7.7% | 23.9% | 1.5% | 3.4% | -3.8% | -2.7
COc1ccccc1C(=O)Nc1ccnn1C1CCN(CCC(C)c2ccc(C)o2)CC1 (stereo unspecified)
 : ? | -4.2% | 10.8% | 15.9% | i | -2.7% | ? | 0.3% | -11.2
O=C(N/N=C/c1ccc(Br)s1)c1ccc([N+](=O)[O-])cc1
 : -5.3 | 1.0% | -33.9% | -3.3% | -14.5% | -3.9%[9.22 µM] | 2.8% | 2.7% | -4.6
COC(=O)c1ccc(Cl)cc1NC(=O)N1CCCn2nc(C)cc21
 : nt | nt | 3.4% | -8.5% | ? | 6.7% | 10.8% | nt | 2.9
Cc1cccc(OCCNC(=O)c2cc(-n3cnnc3)ccc2Cl)c1
 : -17.3 | 4.4% | -10.8% | 4.5% | i | -22.0% | 0.0% | 1.7% | 1.1
CC(C)NC(=O)CSc1nc(Cc2ccccc2)nc2ccccc12
 : -4.5 | 27.0% | -6.7% | 10.4% | -23.3% | 6.1% | ? | -1.4% | -8.6
CC(C)c1ccc(S(=O)(=O)NCc2nc3cccnc3n2Cc2ccc(F)cc2)cc1
 : nt | nt | nt | -10.2% | -20.4% | 19.1% | -17.5% | nt | 18.3
COc1ccc(C2C(C(=O)N3CCN(C)CC3)c3cc(OC)c(OC)cc3C(=O)N2C)cc1 (stereo unspecified)
 : -6.6 | 6.1% | 0.3% | -4.5% | i | 10.2% | 11.4% | -1.7% | 2.8
CN(C)C(=O)CCc1ccc2c3c([nH]c2c1)[C@]1(C)[C@@H](C(=O)N2CCOCC2)C[C@H](CC(=O)NCCN2CCOCC2)C(=O)N1CC3
 : 41.9 | 3.5% | 0.0% | 1.0% | i | 6.3% | 5.7% | -2.0% | -3.9
CCCOc1ccc(-c2c(C(=O)N/N=C/c3ccc(C)o3)nnn2-c2nonc2N)cc1
 : 3.7 | 1.1% | 0.0% | -1.2% | -1.6% | 13.1% | 1.1% | 3.1% | -6.0
Cc1cc(C)c2c(=O)cc(CSc3nnc(COc4ccccc4C)n3C)[nH]c2c1
 : nt | nt | 10.2% | -17.0% | i | 0.0% | -6.4% | nt | -2.7
O=C(COc1cccc2ccccc12)NNC(=O)Nc1ccccc1
 : ? | -0.9% | 3.9% | 1.1% | -3.0%[57.5 µM] | -1.3% | ? | -0.3% | -26.1
O=C1C(Cl)=C(N2CCCCC2)C(=O)N1Cc1ccccc1
 : -0.1 | -1.0% | 0.0% | 97.5%[activator] | i | 28.0% | ? | 11.6% | -4.4
CCOC(=O)C1CCCN(Cc2ccc(OC)c(OCc3ccccc3)c2)C1 (stereo unspecified)
 : -83.8* | 10.2% | 1.1% | 1.3% | i | 18.2% | ? | 0.3% | -27.6
CCc1sc(N(C(=O)Cc2ccccc2)c2ccccc2)nc1-c1ccccc1
 : 10.7 | -3.6% | ? | -1.7% | i | 6.0% | 0.6% | 1.2% | -1.0
CCCN1CCc2c(sc(NC(=O)c3ccc(S(=O)(=O)N4CCN(C(=O)OCC)CC4)cc3)c2C(N)=O)C1
 : ? | 17.9% | -5.1% | -13.6% | -10.7% | 11.3% | 27.0% | -0.6% | -0.7
CN(Cc1cccc(Cl)c1Cl)C(=O)c1cccc(S(=O)(=O)N2CCN(Cc3ccccc3)CC2)c1
 : -4.1 | 13.6% | -14.4% | -0.9% | -56.9%[inhibitor] | 15.2% | ? | 6.1% | -6.2
COC(=O)c1ccc(-c2noc(CN(C)Cc3ccncc3C)n2)cc1
 : 38.5 | 13.4% | 3.3% | 3.3% | -2.6% | 7.7% | -4.5% | -8.5% | 0.1
CC1Sc2ccc(S(=O)(=O)NCCc3ccccc3)cc2NC1=O (stereo unspecified)
 : 2.5 | 1.9% | 5.3% | 3.9% | -26.5% | 1.3% | ? | -2.4% | -0.6
